BRCA1 expr up: BRCA1 expression activation; MCF7-BRCA1-FFLuc reporter, luminescence, 48 h; response scale: scaled: vehicle 0%, 10 µM genistein 100%; Potency, µM (top dose mostly 46.1 µM), for the others: at the highest dose activation, actives largely listed as activators; hit rate 1.1% among 380,000; active = well fitted activation curve with a large enough effect; inconclusive = small, poorly fitted or top-dose-only effect; inactive = no such curve, though single readings can be large or run the other way; also: nearly all actives have a fitted effect of over 80% in size; some results filed as inactive show a strong effect at the top dose
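First, MCF7-BRCA1-FFLuc cells (2000/well) attach for 2 h; next, compounds are pin-added and incubated 48 h at 37 °C; finally, luciferase reagent is added and luminescence read after 15 min.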
Starred values were filed as active, the others as inactive; ? = inconclusive. Potency is read from the fitted curve at half-maximal effect.

canonical_smiles	BRCA1 expr up
CN(C)c1cccc(C(=O)N2CCC(c3c[nH]c4ccccc34)(c3c[nH]c4ccccc34)CC2)c1	-2%
Cc1ccc(S(=O)(=O)N2CCN(c3nc(-c4cncn4C)nc4ccccc34)CC2)cc1	-32%
OC[C@@H]1CN(Cc2ccco2)C[C@H](n2cnc3c(NC4CC4)ncnc32)O1	25%
CCCCNc1nc(NCc2ccccc2)nc2ccccc12	-69%
Cc1ccc(C)c(Nc2nn3c(=O)c4ccc(C(=O)NCCC5=CCCCC5)cc4nc3s2)c1	-8%
CN(Cc1ccccc1)C(=O)c1ccc2sc([C@H]3C[C@H](O)[C@@H](CO)O3)nc2c1	21%
C(=Nc1ccc2ccccc2n1)c1cccnc1	14%
O=C(O)C1Nc2ccccc2C2C=CCC12 (stereo not given)	-9%
CCOC(=O)[C@]12Cc3c(cc(OC)c(OC)c3OC)[C@H]1N(Cc1ccccc1)C(=O)c1cc(OC)ccc12	-70%
COc1ccccc1CNc1nc(NCc2cccc(OC)c2OC)c2sccc2n1	-46%
CC(=NOC(=O)C1CCCCC1)c1nccs1	12%
Cc1ccc(C)c(N2CCN(S(=O)(=O)c3ccc(-c4cnc(C5CC5)o4)cc3)CC2)c1	-42%
CC(C)C[C@@H](CN1CCCC1CN1C(=S)NC[C@@H]1Cc1ccccc1)N1C[C@H](Cc2ccccc2)N(CC2CCCCC2)C1=S (stereo not given in full)	-10%
CC(N)c1csc(Nc2nncc3ccccc23)n1 (stereo not given)	0%
CCOC(=O)CSc1nc2ccc(NC(=O)COc3ccccc3C)cc2s1	-2%
CC(=O)C1=CCC(c2ccc(C)cc2)N(S(=O)(=O)c2ccc(C)cc2)C1 (stereo not given)	-3%
CN(C)CCNC(=O)C1(C)Cc2c(-c3cccc(C(F)(F)F)c3)ccnc2O1 (stereo not given)	24%
COCCN1Cc2cccc(C(=O)Nc3ccc(C)cc3C)c2C1=O	1%
CNc1cccc(-c2c(OC)cccc2OC)n1	14%
NC(=Nc1c([N+](=O)[O-])cnc2ccccc12)N1CCOCC1	-4%
COc1cc(CNC(=O)Nc2nnc([C@H]3C[C@H](O)[C@@H](CO)O3)s2)cc(OC)c1OC	8%
Cn1c(=O)cc(OCCCC(=O)Nc2cccc(Cl)c2)c2ccccc21	-15%
O=C(NC1CCCCC1)C1c2ccccc2OCC(=O)N1Cc1ccccn1 (stereo not given)	3%
O=c1n(Cc2ccccc2)nc2n1-c1cc(Cl)ccc1OC2	21%
CNC(=O)c1ccc2nc(-c3ccco3)c(-c3ccco3)nc2c1	-8%
COc1ccc(-c2nc3cc(C)c(Br)c(C)n3c2Cc2ccccc2C(F)(F)F)cc1OC	-17%
C[C@@H]1CCCCO[C@H](CN(C)C(=O)Nc2ccc(C(F)(F)F)cc2)[C@@H](C)CN([C@H](C)CO)C(=O)c2cc(NC(=O)Nc3ccc4c(c3)OCO4)ccc2O1	-24%
COc1cc(Nc2ncnc3onc(-c4ccc(Cl)cc4)c23)cc(OC)c1	3%
CC(C)Oc1ccc(CN2CCC2(C)C(=O)NCc2cccc3ccccc23)cc1 (stereo not given)	-36%
CCCCNC(=O)C1(C)CCN1Cc1ccc(C#N)cc1 (stereo not given)	18%
CCOC(=O)C1=CCN(S(=O)(=O)c2ccc(C)cc2)C1c1ccccc1F (stereo not given)	-1%
COc1ccc(CNC(=O)CC[C@H]2O[C@@H](n3cc(C)c(=O)[nH]c3=O)C[C@@H]2O)cc1	8%
Brc1nc2ncnc(NCc3ccco3)c2[nH]1	13%
Cc1ccc(C)c(Nc2nn3c(=O)c4ccc(C(=O)NC5CCCCC5)cc4nc3s2)c1	-2%
CC1(C(=O)NCC2CCCCC2)CCN1CCc1ccccc1 (stereo not given)	-16%
CCCN1CCN(CC2=C(C(=O)OCC)C(c3cccc(OC)c3OC)NC(=O)N2)CC1 (stereo not given)	-6%
COc1ccc(CC(N)c2csc(NC(=O)Nc3cccc(C(F)(F)F)c3)n2)cc1 (stereo not given)	-73%
Cc1ccc(CNC(=O)c2ccc3c(c2)N(Cc2cccc(C)c2)C(=O)CS3)cc1	-32%
CC(=O)c1cccc(NC(=O)c2cccc3c(-c4cnn(C)c4)coc23)c1	4%
O=c1[nH]/c(=C/c2ccc3c(c2)OCO3)c(=O)[nH]/c1=C\c1ccc2c(c1)OCO2	1%
CC1(Cc2ccc(Cl)cc2)C(=O)Nc2ccc(-c3ccc(F)c(Cl)c3)cc21 (stereo not given)	-24%
COC(=O)C(CCSC)NC(=O)c1cc2c(n(-c3ccc(C)cc3)c1=O)CC(C)(C)CC2=O (stereo not given)	9%
COc1cccc(CNC(=O)[C@@H]2CCCN2C(=O)[C@@H]2CCCN2C(=O)c2cccs2)c1	3%
COC(=O)[C@]12CCCCC=C1N(Cc1cccc3ccccc13)C(=O)[C@H](CC(=O)N1CCOCC1)C2	-21%
CCOc1ccccc1NC(=O)c1sc2nc(-c3ccc(OC)cc3)ccc2c1N	30%

Reprinted at random: three records from the list.
canonical_smiles	BRCA1 expr up
CC(=O)c1cccc(NC(=O)c2cccc3c(-c4cnn(C)c4)coc23)c1	4%
Brc1nc2ncnc(NCc3ccco3)c2[nH]1	13%
CCCN1CCN(CC2=C(C(=O)OCC)C(c3cccc(OC)c3OC)NC(=O)N2)CC1 (stereo not given)	-6%

Remaining list, next part.
canonical_smiles	BRCA1 expr up
Clc1ccc2nc(C3CCCCC3)c(Cc3ccccc3)n2c1	5%
COc1cc2nc(N3CCOCC3)nc(NC3CCN(C)CC3)c2cc1OC	5%
COc1ccc(-c2cn(-c3ccc(C)cc3)c(S(=O)(=O)CC(=O)Nc3ccccc3)n2)cc1	43%
CC(=O)c1cccc(Nc2ccc(Br)cc2)c1	10µM*
CN(C)c1ncnc2c1ncn2[C@H]1CN(Cc2cccnc2)C[C@@H](CO)O1	2%
CC(=O)Nc1cncc(-c2cccc(C(=O)NCCN(C)C)c2)n1	-8%
COCCNc1nc(Oc2cncc(Cl)c2)c2sccc2n1	4%
CCOc1cc(C(=O)Nc2ccc(-c3nnc4n3CCCCC4)cc2)cc(OCC)c1OCC	-8%
O=CNc1cc(-c2cccc(F)c2)cn2c(-c3ccc(F)c(Cl)c3)cnc12	-47%
NC(Cc1cnc[nH]1)c1csc(Nc2ccc(C(F)(F)F)cn2)n1 (stereo not given)	-16%
Cc1cc(C)cc(-n2c(SCC(=O)Nc3ccccc3F)nc3c(oc4ccccc43)c2=O)c1	-5%
COc1ccc(-c2csc(C(C)(NC(C)=O)c3ccc(OC)cc3)n2)cc1 (stereo not given)	-8%
C=COC(=O)N1CCN(/[N+]([O-])=N/Oc2ccc([N+](=O)[O-])cc2[N+](=O)[O-])CC1	-35%
Cc1cc(SCC(=O)NCc2ccc(F)cc2)nc(=O)[nH]1	9%
Cc1cscc1-c1ccc(C(=O)Nc2c(C)cccc2C)o1	-2%
COc1cc(Cn2c(=O)oc3ccc(C)cc32)ccc1OCCC(C)C	-5%
CCCN(C(=O)c1cc2c(=O)n(CC)c3ccccc3c2s1)c1ccccc1F	-10%
Cc1cc2nc(-c3ccc(OCc4ccccc4F)cc3)cc(C(F)(F)F)n2n1	21%
CC(C)(C)c1nnc(NC(=O)C2CCN(C(=O)c3ccccc3)CC2)s1	41%
CC(C)c1ccc(C(=O)N2CCCC(c3cc(C(=O)NCc4ccccc4)no3)C2)cc1 (stereo not given)	-17%
O=S1(=O)CC(N2CCN(Cc3ccccc3F)CC2)CN1Cc1cn(Cc2cccc(Cl)c2)nn1 (stereo not given)	0%
CCOC(=O)C1(C)CCCN1C(=O)c1snnc1C (stereo not given)	0%
CC(=O)N1CCc2c(sc3c2c(=O)n(CCc2ccccc2)c(=O)n3Cc2ccc(F)cc2)C1	-58%
CCCc1nc2cc(C)c(Br)c(C)n2c1Cc1ccc(OC)cc1C	-28%
Cc1ccc(NC(=O)c2oc3ccccc3c2NC(=O)c2cc3ccccc3o2)cc1	5%
O=C(CC1NCCNC1=O)Nc1ccccc1F (stereo not given)	14%
Cc1nn(C)c(C)c1CCNC(=O)Nc1ccccc1C(F)(F)F	0%
Cc1ccc(-c2noc(CSc3nnc(C)n3-c3ccc(F)cc3)n2)cc1	2%
CN1OC[C@@H]2CN(C(=O)c3cccc4ccccc34)[C@H](c3ccc(N4CCCCC4)cc3)C[C@@H]21	-2%
CCCNC(=O)C1(C)CCN(CCS(=O)(=O)c2ccc(C)cc2)C1 (stereo not given)	-13%
COc1ccc(N2CC(NC(=O)COc3ccc4ccccc4c3)CC2=O)cc1OC (stereo not given)	4%
COc1cc2[nH]c(=O)n(Cc3ccc(C(=O)NCc4ccc(C)cc4)cc3)c(=O)c2cc1OC	0%
CCN1CCSc2ccc(C(=O)NCc3ccc(F)cc3)cc21	-33%
COc1ccccc1Cn1c(C)c(C(=O)NCc2ccc3c(c2)OCCO3)sc1=O	0%
Cc1ccc(-c2nn3c(=O)cc(CN4CCN(S(=O)(=O)c5ccc(Cl)cc5)CC4)nc3s2)cc1	8%
CCN1C(=NCc2cccc(Cl)c2)N[C@@H](c2cccc(C(F)(F)F)c2)C(C(=O)OC)=C1C	-17%
NCCSc1nc2ccccc2s1	11%
CC1=C(C(=O)OC2CCCC2)C(c2c(Cl)cccc2Cl)CC(=O)N1 (stereo not given)	-7%
CCOc1ccc(-n2c(SCC(N)=O)nc3c(oc4ccccc43)c2=O)cc1	-1%
Cc1ccc(S(=O)(=O)NC(=O)C2(C)CCN2C(=O)c2ccccc2)cc1 (stereo not given)	13%
CC(C)Cn1cc(NC(=O)N2CCN(c3ccccc3F)CC2)c2ccccc2c1=O	-2%
CCCCNC(=O)C[C@@H]1C[C@@]2(C(=O)OCC)CCCC=C2N(Cc2ccc3c(c2)OCO3)C1=O	0%
COCCCNC(=O)CC(c1cc(OC)c(OC)c(OC)c1)N1Cc2ccccc2C1=O (stereo not given)	4%
CCCC(=O)N(c1ccc2oc3c(c2c1)CCCC3)S(=O)(=O)c1ccc(CC)cc1	-11%
CCSC(N)=Nc1ccc(C(F)(F)F)cc1	12%

An excerpt of these results, field by field:
CCCc1nc2cc(C)c(Br)c(C)n2c1Cc1ccc(OC)cc1C
  BRCA1 expr up: -28%

Cc1ccc(NC(=O)c2oc3ccccc3c2NC(=O)c2cc3ccccc3o2)cc1
  BRCA1 expr up: 5%

O=C(CC1NCCNC1=O)Nc1ccccc1F (stereo not given)
  BRCA1 expr up: 14%

Carrying on.
canonical_smiles	BRCA1 expr up
COc1ccc(C(=O)CC2(O)C(=O)N(Cc3ccccc3Cl)c3ccccc32)cc1 (stereo not given)	-28%
Clc1cccc(-c2noc3ncnc(NC4CCCCC4)c23)c1	-3%
Fc1ccc(-c2nc3c(Cl)cc(C(F)(F)F)cn3c2Cc2ccccc2)cc1	9%
O=c1n(Cc2ccc(Cl)cc2)nc2n1-c1ccccc1OC2	5%
COc1ccc(NC(=O)c2cc(C3CCCCN3S(=O)(=O)c3ccccc3)on2)c(C)c1 (stereo not given)	-14%
Cc1cccc(OCC(=O)OCc2cc(=O)n3nc(C4CC4)sc3n2)c1	0%
COc1ccc(NC(=O)Cn2c(SCc3cc(C)ccc3C)nc3ccncc32)c(OC)c1OC	-17%
Cc1ccc(NC(=O)CSc2nc3ccc(NC(=O)c4ccco4)cc3s2)c(C)c1	0%
Cc1ccccc1OCC(=O)OCc1cc(=O)n2nc(C3CCCCC3)sc2n1	6%
CC(C)NC(=O)C1(C)CCN1C(=O)c1ccc2c(c1)OCO2 (stereo not given)	12%
O=C(Oc1ccc(Cl)cc1)c1cc(-c2ccc3c(c2)OCCO3)on1	0%
COc1ccc(-c2nc(N3CCN(S(=O)(=O)c4ccc(F)cc4)CC3)c3ccccc3n2)cc1	9%
Cc1ccc(NC(=O)c2nnn(Cc3ccccc3)c2N)cc1C	24%
COC(=O)c1ccccc1OCc1cc(=O)oc2ccc(C)cc12	-30%
COC(=O)[C@H](Cc1ccccc1)NC(=O)CC[C@H]1O[C@@H](n2ccc(=O)[nH]c2=O)[C@H](O)[C@@H]1O	16%
CCc1ccc(NC(=O)Cn2cc(S(=O)(=O)c3ccc(F)cc3)c(=O)c3cc(OC)ccc32)cc1	3%
CN(C)CCCNc1nc2cc(-c3ccc(F)cc3)sc2c(=O)n1C	0%
COc1cccc(C2C(C(=O)Nc3ccccc3)=C(C)Nc3nc(-c4ccccc4)nn32)c1OC (stereo not given)	-70%
CC(C)Oc1cc(F)ccc1-c1cc(C(=O)Nc2ccc(F)cc2)[nH]n1	15%
O=C1NC[C@H](Cc2ccccc2)N(C[C@@H]2CCCN2C[C@H](Cc2ccccc2)N2C[C@H](Cc3ccc(O)cc3)N(CCc3ccccc3)C(=O)C2=O)C1=O	0%
CCOC(=O)c1ccc(N2C(=O)c3n[nH]c(-c4cccs4)c3C2c2cccc(O)c2)cc1 (stereo not given)	-73%
COc1ccc(S(=O)(=O)N2CCN(c3nc(-c4cccs4)nc4ccccc34)CC2)cc1OC	15%
Clc1ccccc1Nc1ncnc2c1nc1n2CCCCC1	?
CCC(=O)N1CCc2cc(S(=O)(=O)Nc3cc(C)ccc3OC)ccc21	4%
O=C(Nc1ccc(F)c(Cl)c1)c1cc(C2CCCN(C(=O)c3cccs3)C2)on1 (stereo not given)	5%

Source: PubChem BioAssay (National Center for Advancing Translational Sciences (NCATS))

The list is partial; the hit share may differ from the screen's.
